Screening results from PubChem BioAssay.
KCC2 mod = modulates chloride dependent transport by human KCC2. B-score of Tl+ flux slope (higher = more flux/activation; lower = inhibition) at 10 µM. KCC2 cells, thallium flux FluoZin-2 fluorescence. Q9H2X9. AID 1456. 2.2% of 190,000 active;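 active = thallium flux slope and its plate-corrected score both differing from the plate sample mean at a set confidence after two filtering rounds, in either direction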;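 note: slope of fluorescence scaled to starting intensity during 10 to 20 s after thallium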
Target sequence (Q9H2X9 whole entry, looked up): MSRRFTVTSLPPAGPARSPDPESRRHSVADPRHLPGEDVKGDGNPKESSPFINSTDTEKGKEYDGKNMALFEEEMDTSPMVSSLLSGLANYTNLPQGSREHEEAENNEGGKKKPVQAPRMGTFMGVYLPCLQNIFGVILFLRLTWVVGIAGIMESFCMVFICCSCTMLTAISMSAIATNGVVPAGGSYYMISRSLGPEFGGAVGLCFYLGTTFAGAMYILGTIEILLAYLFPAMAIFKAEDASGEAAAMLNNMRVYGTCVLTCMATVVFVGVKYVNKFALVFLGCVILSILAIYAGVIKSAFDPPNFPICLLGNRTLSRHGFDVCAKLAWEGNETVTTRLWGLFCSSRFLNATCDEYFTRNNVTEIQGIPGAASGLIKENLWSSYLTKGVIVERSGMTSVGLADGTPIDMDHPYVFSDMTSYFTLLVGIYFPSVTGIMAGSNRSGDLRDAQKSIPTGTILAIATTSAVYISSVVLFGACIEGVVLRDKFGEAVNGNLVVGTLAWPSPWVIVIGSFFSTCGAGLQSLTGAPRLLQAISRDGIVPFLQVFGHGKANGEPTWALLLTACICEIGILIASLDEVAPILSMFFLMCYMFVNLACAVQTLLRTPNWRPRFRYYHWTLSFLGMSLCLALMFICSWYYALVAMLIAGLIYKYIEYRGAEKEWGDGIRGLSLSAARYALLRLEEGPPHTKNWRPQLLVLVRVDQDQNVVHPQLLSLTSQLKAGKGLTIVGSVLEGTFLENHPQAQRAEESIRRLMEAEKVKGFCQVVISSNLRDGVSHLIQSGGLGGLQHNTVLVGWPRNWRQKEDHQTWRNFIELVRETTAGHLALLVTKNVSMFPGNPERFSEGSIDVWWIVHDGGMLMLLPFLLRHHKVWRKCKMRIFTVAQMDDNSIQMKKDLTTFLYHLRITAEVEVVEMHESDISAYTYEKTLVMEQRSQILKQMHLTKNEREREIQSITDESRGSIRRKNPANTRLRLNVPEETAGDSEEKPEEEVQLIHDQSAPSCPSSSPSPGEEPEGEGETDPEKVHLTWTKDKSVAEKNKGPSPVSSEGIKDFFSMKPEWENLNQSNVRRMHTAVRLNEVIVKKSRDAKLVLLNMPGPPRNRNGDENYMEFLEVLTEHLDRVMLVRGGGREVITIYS
zVAD death inh = blocks zVAD induced death of L929 cells. L929 zVAD necroptosis rescue, ATP luminescence, 24 h; with zVAD 60 µM. viability rescue, % at 10 µM. 0.38% of 220,000 active;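 active = activation, scaled between plate controls, above about 75%, limit read from the data; inactive = activation under that limit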;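 note: 0% = zVAD with DMSO and 100% = DMSO alone without zVAD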
Calpain2 inh = inhibitors of pig calpain II; purified calpain II, fluorogenic peptide substrate, 30 min; inhibition, % at 16 µM; 0.37% of 220,000 active; AID 1236;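 active = inhibition above about 50%, limit read from the data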
Mdm2 ligase inh = inhibitors of human Mdm2 E3 ubiquitin ligase; Q00987; cell-based MDM2 ubiquitination luciferase reporter, 2 h; 0 = plate control, 100 = twice control, blank-subtracted; signal enhancement, % at 5 µM; 0.11% of 210,000 active;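 active = signal enhancement of 30% or more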;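 note: luminescence tracks abundance of the self-degrading MDM2-luciferase fusion protein; higher signal means inhibition of MDM2 E3 ligase activity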
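test system = mammalian cells stably expressing self-ubiquitinating, self-degrading MDM2 E3–luciferase fusion | quantity = 2000 cells/well | incubation = cell settling 4 h, compound treatment 2 h, both 37 °C | signal = luminescence with SteadyLite reagent, 15 min at room temperature | evaluation = % enhancement relative to plate controls after blank subtraction | benchmarks = plate controls and plate blanks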
eIF4E-4G inh = inhibitors of eIF4E and eIF4G interaction in translation initiation | P63073+Q04637 | TR-FRET eIF4E-eIF4GI(517-606) binding, 2 h | inhibition, % at 21.7 µM | 0.37% of 220,000 active | AID 782;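 active = inhibition above about 30%, limit read from the data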;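 note: 0% = full FRET control wells and 100% = background wells lacking eIF4GI fragment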
Rad51 HR inh = blocks human Rad51 in homologous recombination. Q06609. hRad51 DNA strand exchange, fluorescence dequenching. inhibition, % at 10 µM. 0.085% of 200,000 active;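 active = inhibition above 40% at the single screening dose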;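 note: 0% = DMSO control wells and 100% = blanks with heterologous ssDNA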
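Test system – preformed human Rad51 ssDNA filaments · Reagent – Donor/quencher-labelled 47-bp dsDNA substrate · Incubation – 37 °C 15-min filament assembly, 30-min compound preincubation, 15-min exchange · Signal – FRET fluorescence dequenching, excitation 485 nm, emission 520 nm · Read-out – percent inhibition from fluorescence, normalised to plate control and blank means · Benchmarks – plate control and blank wells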
PERK inh = human PERK inhibition, primary cell-based screen; AID 1416; CHO PERK-DD fusion, SEAP luminescence translation reporter; 0.17% of 220,000 active; inhibition, % at 5.6 µM; Q9NZJ5;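 active = inhibition above the mean inhibition of all tested compounds plus 3 SD, set separately per screening campaign, cut at about 2.9% in these data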;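 note: PERK kinase domain activated by AP20187 dimerizer at 100 nM; 0% = DMSO with dimerizer and 100% = rapamycin at 8.4 µM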
EBV gp42 inh = inhibitors of Epstein-Barr virus glycoprotein 42; Fluorescence polarization binding assay, mP read-out; inhibition, % (tested at 21.74 µM); 0.42% of 220,000 active; AID 1085; in the data active = inhibition above about 50%
TNF necrop inh = inhibitors of TNF-alpha induced necroptosis in Jurkat FADD-/- cells; activation (protection from cell death), % at 10 µM; AID 463075; 0.068% of 220,000 active; Jurkat FADD-/- TNF necroptosis rescue, ATP luminescence, 24 h; 0 = TNF only, 100 = no-TNF cells;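 active = activation, meaning protection from cell death, of at least 50% relative to plate controls; inactive = activation below 50%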;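 note: necroptosis triggered by 40 ng/mL TNF-alpha added together with compound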
Starred values were filed as active, the others as inactive; / = no result given; [ ] = dose if it differs, or a comment.

No.	canonical_smiles	KCC2 mod	zVAD death inh	Calpain2 inh	Mdm2 ligase inh	eIF4E-4G inh
1	Cc1ccc(-c2csc(C3=C(O)CN(NC(=O)c4ccco4)C3=N)n2)cc1	0.25	0.3	-22	-15	-2
2	CCOC(=O)C1(Cc2ccccc2C(F)(F)F)CCN(Cc2ccc(COC)o2)CC1	-0.2	-0.7	2	-3	1
3	O=C(Cc1ccccc1)Nc1c(Cl)ccc2nsnc12	0.015	-0.2	-12	-13	7
4	CC1CCc2nc(/C(C#N)=C/c3ccncc3)sc2C1 (configuration not stated)	-0.62	-0.6	-299	-11	1
5	O=c1c(-c2n[nH]c(=S)n2-c2ccccc2)cccn1Cc1cccc(Cl)c1	1.2	-0.1	15	-6	4
6	CCOc1ccc(Br)cc1S(=O)(=O)Nc1cccc(S(=O)(=O)N(C)c2ccccc2)c1	-2.7	0.1	9	-11	-25
7	CCN(CC)C(=O)CSc1ncnc2c1nnn2-c1ccc(OC)cc1	/	0.7	-29	-20	2[fluorescence artefact?]
8	CC(C)=CCN1CCN(Cc2cc(C(C)C)n[nH]2)CC1CCO (configuration not stated)	0.28	9.0	-28	-5	3
9	CCC[N+](CC#Cc1ccccc1)(CCC)CC(=O)OC	0.57	-0.3	-7	-1	7[fluorescence artefact?]
10	O=C(NCC1CCCO1)c1cccc(N2CCCC2=O)c1 (configuration not stated)	2.4	0.0	0	-24	-1
11	O=C1NC(c2ccco2)Nc2ccccc21 (configuration not stated)	1.3	-0.3	-459	5	0
12	N#Cc1ccc(CSc2nnc(-c3ccccn3)n2-c2ccc(Cl)cc2)cc1	0.29	-0.3	34	-19	-11
13	N#CCCN(CCC#N)C(=O)c1ccc2c(c1)OCO2	0.92	0.3	-20	2	0[fluorescence artefact?]
14	Cc1c(N2C(=O)C3C4C=CC(C4)C3C2=O)c(=O)n(-c2ccccc2)n1C (configuration not stated)	-0.35	1.4	19	-7	2
15	COc1ccc(C(CCN2CCOCC2)c2c(OC)cc(OC)c3c(C)cc(=O)oc23)cc1 (configuration not stated)	-0.022	-0.5	-50	17	-3

No.	Rad51 HR inh	PERK inh	EBV gp42 inh	TNF necrop inh
1	-10	2.0	-16	-0.4
2	/	1.7	-9	-0.4
3	-9	0.4	-11	0.0
4	-4	0.5	1	-5.1
5	-2	0.7	-5	-0.5
6	17	-0.9	2	0.7
7	1	0.8	-6	-0.2
8	0	0.8	-11	0.4
9	10	0.8	4	1.1
10	-3	-0.2	-25	-1.2
11	8	0.4	-20	0.0
12	4	-1.4	-7	-4.0
13	-1	1.5	3	-1.1
14	/	0.9	-17	1.6
15	-3	/	-17	1.9

The listing continues.
No.	canonical_smiles	KCC2 mod	zVAD death inh	Calpain2 inh	Mdm2 ligase inh	eIF4E-4G inh
16	OC(c1ccccc1)(c1ccccc1)C1CCN(C(=S)NCCc2ccccc2)CC1	-0.087	0.5	31	-3	0
17	CCOC(=O)N1CCC(NC(=O)CS(=O)(=O)Cc2nc(-c3ccccc3C)oc2C)CC1	0.62	0.3	1	-18	4
18	CCCCC(=O)C1CCN(Cc2ccccc2)CC1	0.6	-0.2	1	1	13
19	C=CCNC(=O)/C(=C/c1cccc([N+](=O)[O-])c1)NC(=O)c1ccco1	-0.26	0.2	-4	-1	1
20	Cc1ccc(S(=O)(=O)CC(=O)Nc2nc(-c3ccccc3)cs2)cc1	/	0.0	38	-8	-4
21	CCOC(=O)Cn1nnc(-c2ccc(OCC(C)C)cc2)n1	-0.031	0.4	21	-11	1
22	COc1ccc(N2CCN(S(=O)(=O)c3ccc(Cl)s3)CC2)cc1	/	1.6	-11	-12	-7
23	O=C(/C=C/c1ccccc1)NC(=S)NNS(=O)(=O)c1ccccc1	0.33	-0.7	-17	-11	-9
24	CCOC(=O)C1CCN(c2nc(C)cc(C)c2C#N)CC1	-1.2	-0.7	-51	-17	2
25	CCCCC(=O)Oc1ccccc1C1SCc2cc(C)c(C)cc2CS1	0.65	0.5	1	-14	0
26	CCOc1ccc(C(=O)NCC(=O)OCc2c(C)noc2C)cc1OCC	0.42	3.6	2	-6	3
27	COc1ccc(C=NCCCN2CCOCC2)cc1	0.62	-0.1	-15	-12	-1
28	CCn1ncc(Cl)c1C(=O)Nc1cc(Cl)ccc1Cl	0.15	-0.7	2	-16	5
29	COc1ccccc1NC(=O)COC(=O)C1CC2C=CC1C2 (configuration not stated)	-0.2	3.8	-18	5	0
30	C=C(C(=O)c1ccccc1)C(C)C(=C)C(=O)c1ccccc1	0.2	41	14	-9	4

No.	Rad51 HR inh	PERK inh	EBV gp42 inh	TNF necrop inh
16	/	-0.7	-3	4.6
17	-7	0.2	-23	1.2
18	-3	1.5	-22	2.7
19	/	0.7	-23	0.9
20	1	-0.5	-12	0.9
21	2	1.4	2	-2.3
22	4	0.2	1	1.9
23	15	0.4	1	1.1
24	-1	-0.4	-1	-0.6
25	14	0.9	6	1.3
26	-2	0.0	-12	0.3
27	-14	0.6	-2	-1.0
28	/	1.2	-12	-1.8
29	-5	1.1	-14	0.5
30	-1	0.5	8	-8.3

Sorted by value in PERK inh (rising): 4 from the list above.
#	compound	KCC2 mod	Calpain2 inh	Mdm2 ligase inh	eIF4E-4G inh	PERK inh	EBV gp42 inh
30	C=C(C(=O)c1ccccc1)C(C)C(=C)C(=O)c1ccccc1	0.2	14	-9	4	0.5	8
25	CCCCC(=O)Oc1ccccc1C1SCc2cc(C)c(C)cc2CS1	0.65	1	-14	0	0.9	6
28	CCn1ncc(Cl)c1C(=O)Nc1cc(Cl)ccc1Cl	0.15	2	-16	5	1.2	-12
21	CCOC(=O)Cn1nnc(-c2ccc(OCC(C)C)cc2)n1	-0.031	21	-11	1	1.4	2

Following part:
No.	canonical_smiles	KCC2 mod	zVAD death inh	Calpain2 inh	Mdm2 ligase inh	eIF4E-4G inh
31	Cc1c(C(=O)N2CCC(C)CC2)sc2ncnc(N(C)c3ccccc3)c12	-0.84	-0.4	22	/	-5[fluorescence artefact?]
32	CCN(CC)S(=O)(=O)c1cc(C(=O)OCC(=O)c2ccc3c(c2)NC(=O)CO3)ccc1Cl	-0.2	-0.4	-1	-15	-1
33	CCOc1ccccc1N(CC(=O)NC1CCCCC1)C(=O)CCCC(=O)Nc1ccccn1	/	1.0	5	-21	2
34	CCOC(=O)Nc1cccc2ccccc12	0.8	2.2	-5	-1	-4[fluorescence artefact?]
35	O=C1/C(=C/c2ccncc2)CCc2ccccc21	-1.1	-0.1	0	-20	5
36	Cn1c(Cc2ccccc2)nnc1SCC(=O)Nc1ccc2c(c1)OCCO2	-0.78	0.4	14	-6	-4
37	COc1cc(/C=C/C(=O)O)cc(S(=O)(=O)Nc2ccc3nc(SC)sc3c2)c1OC	0.096	8.3	-22	-5	2
38	CCOC(=O)c1sc(NC(=O)CSc2nc3c(cc2C#N)CCCCC3)c(C#N)c1C	0.89	0.1	0	-14	-19
39	COc1ccccc1N1CCN(C(=O)c2ccc(CS(=O)(=O)c3ccccc3OC)o2)CC1	-0.33	1.9	-16	-18	-2
40	CC(NCc1cccc(OCc2ccccc2)c1)C(O)c1ccccc1 (configuration not stated)	-2.2	-0.2	16	-10	-4
41	CCN(CC)CCCN1C(=O)C(O)=C(C(=O)c2cccs2)C1c1ccccn1 (configuration not stated)	-0.6	0.9	/	/	/
42	COc1cc2c(cc1NC(=O)c1cncc(Br)c1)oc1ccccc12	0.15	0.4	-338	-6	-3
43	CCN1C(=O)C(CC(=O)Nc2cccc(C(C)=O)c2)S/C1=N\c1ccccn1 (configuration not stated)	0.62	-0.3	-3	0	19
44	Cc1ccc(S(=O)(=O)N2CCN(c3nc(C)c4c(c3C#N)CC(C)(C)OC4)CC2)cc1	-0.87	-0.5	-43	-8	8
45	COc1ccc(NC(=O)Nc2nnc(N3CCCCC3C)s2)cc1OC (configuration not stated)	-0.53	/	18	/	2

No.	Rad51 HR inh	PERK inh	EBV gp42 inh	TNF necrop inh
31	-6	-0.3	2	-3.7
32	4	1.2	7	-7.8
33	0	-1.1	-6	0.8
34	-1	-0.2	-18	0.0
35	28	-0.4	-13	-16
36	-7	0.2	-3	-3.7
37	2	0.2	-16	-0.4
38	-5	0.6	-20	-2.5
39	0	-1.3	-5	-3.3
40	3	-0.9	9	2.5
41	/	0.4	/	-1.6
42	8	0.4	2	0.0
43	6	-0.3	-4	0.8
44	-6	0.0	-9	-3.1
45	/	-0.2	8	0.8

Additional structures.
No.	canonical_smiles	KCC2 mod	zVAD death inh	Calpain2 inh	Mdm2 ligase inh	eIF4E-4G inh
46	COc1ccc([N+](=O)[O-])cc1/C=N/NC(=O)CNC(=O)c1cccc(F)c1	-0.052	1.1	-5	-4	3
47	CC12CN3CC(C)(CN(C1)C3c1ccc(F)cc1)C2 (configuration not stated)	0.56	-0.2	23	-54	3
48	CCN1CCCC1Cn1cnc2c([nH]c3cc(OC)ccc32)c1=O (configuration not stated)	-0.59	1.0	-65	-5	-2
49	O=C(O)C#Cc1cccc2ccccc12	0.76	-0.3	17	-21	4
50	CC(=O)N(CC(=O)O)c1ccccc1C(=O)O	/	1.5	-18	4	-5
51	O=C(NCCCn1ccnc1)c1noc2c1CCCC2	0.84	1.2	-3	14	4[fluorescence artefact?]
52	Cc1ccc(NC(=O)Nc2cc(Cl)ccc2C2COC(=O)C2=N)cc1 (configuration not stated)	0.016	2.0	20	-14	-3
53	O=C(Cc1ccccc1)N/N=C/c1cccs1	0.019	-0.2	13	7	11
54	C=CCn1c(O)c(CN2CCN(Cc3ccccc3)CC2)c(C)c(C#N)c1=O	/	0.1	-62	-21	-3
55	O=C1COc2ccc(C(=O)COC(=O)CNC(=O)C3CCCCC3)cc2N1	0.89	4.0	-40	-9	0
56	CCOC(=O)C1(Cc2ccccc2)CCN(Cc2csc(C(C)=O)c2)CC1	-0.21	-0.6	30	-23	4
57	COc1ccc(F)cc1C(=O)C1CCCN(Cc2ccc3c(c2)OCCO3)C1 (configuration not stated)	-0.8	-0.2	-28	2	3
58	CN(C)C(=O)C(CCN1CCC(O)(c2ccc(Cl)cc2)CC1)(c1ccccc1)c1ccccc1	-0.28	14	-1	/	-2
59	O=C1/C(=C\c2ccccn2)SC(=S)N1Nc1ncc(C(F)(F)F)cc1Cl	-1.4	0.6	10	-21	-5
60	COC(=O)c1sccc1NC(=O)CSCC(=O)O	0.39	-1.6	37	-8	0

No.	Rad51 HR inh	PERK inh	EBV gp42 inh	TNF necrop inh
46	/	0.7	-10	1.1
47	-2	0.1	8	0.9
48	3	-0.6	-9	2.6
49	-7	0.3	-8	0.4
50	4	-0.5	-17	0.3
51	2	0.1	-21	1.9
52	2	0.3	1	0.0
53	3	0.7	-22	-1.6
54	-32	0.5	-12	0.9
55	13	1.0	-28	0.2
56	/	0.4	-18	0.9
57	-9	0.0	-1	1.4
58	-3	-2.3	1	-7.8
59	-8	0.5	-14	-0.8
60	-5	0.5	-9	-0.6

Not a hit list. About 3.6% of those tested had a hit in this group.
